HCV inhibitor: blocks hepatitis C virus. Huh7.5.1 HCVcc-Cre infection, luciferase reporter, 44 h. Potency, µM (top dose mostly 41.8 µM), for inactives: at the top dose activity change, negative = inhibition, actives largely listed as inhibitors. actives 3.4% (n = 340,000); also: potency is read from the fitted curve at half-maximal effect; % is scaled to controls: 0 for no effect and ±100 for the full control effect
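Cells (1,000/well) were plated 4 h before compound, then infected with HCVcc-Cre virus (~0.5 moi). After 44 h further culture, infection was read as luciferase luminescence following a 15 min substrate incubation at room temperature.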
Shiga toxin inh: inhibitors of Shiga toxin in Vero cells | Vero cells, Shiga toxin protein synthesis inhibition reporter | inhibition, % at 38.7 µM | actives 9.2% (n = 290,000) | AID 2315; in the data active = inhibition mostly above about 28%, no sharp cut-off; inactive = mostly below about 43%; also: 0% is about no effect
Pf growth 48h: inhibits P. falciparum growth in the first generation, 48 h. actives 5.9% (n = 310,000). AID 504832. Potency, µM (titrated, usually from 28.7 µM), without a hit: at the highest dose activity change, negative = inhibition, hits mostly inhibitors. P. falciparum luciferase growth in erythrocytes, 48 h; also: potency is read from the fitted curve at half-maximal effect; % is scaled to controls: 0 for no effect and ±100 for the full control effect
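Growth was read as firefly luciferase luminescence after a 48 h, 37 C, 5% CO2 exposure of compounds to reporter-bearing P. falciparum cultures (0.1% parasitemia, 2% hematocrit final) in Albumax-supplemented RPMI 1640.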
CHX counter: affects cycloheximide protein synthesis inhibition readout, counter-screen; AID 2314; actives 12% (n = 300,000); max response, %; cell reporter, cycloheximide protein synthesis inhibition counterscreen; in the data active = max response mostly above about 13%, no sharp cut-off; inactive = mostly below about 14%; also: read at 38.3 µM for the half of the compounds with a filed dose; 0% is about no effect
Pf growth 96h: P. falciparum growth inhibition at 96 hours; P. falciparum luciferase reporter growth, 96 h; Potency, µM (top dose mostly 28.7 µM), inactives show at the top dose activity change, negative = inhibition, actives largely listed as inhibitors; actives 6.9% (n = 320,000); AID 504834; also: potency is read from the fitted curve at half-maximal effect; % is scaled to controls: 0 for no effect and ±100 for the full control effect
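Erythrocytes infected with luciferase-expressing P. falciparum were dispensed at 2% hematocrit and 0.05% parasitemia (final), then incubated with compounds 96 hours at 37 C in 5% CO2. Luminescence after detection reagent addition reported growth.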
Giardia FBPA inh: Giardia lamblia aldolase inhibition; Potency, µM (top dose mostly 59.6 µM), for inactives: at the highest dose activity, negative = inhibition, hits mostly inhibitors; actives 0.71% (n = 290,000); purified Giardia FBPA; also: potency is read from the fitted curve at half-maximal effect; % is scaled to controls: 0 for no effect and ±100 for the full control effect; nearly all actives have a fitted effect of over 55% in size
Target sequence (A8B2U2 whole entry, looked up): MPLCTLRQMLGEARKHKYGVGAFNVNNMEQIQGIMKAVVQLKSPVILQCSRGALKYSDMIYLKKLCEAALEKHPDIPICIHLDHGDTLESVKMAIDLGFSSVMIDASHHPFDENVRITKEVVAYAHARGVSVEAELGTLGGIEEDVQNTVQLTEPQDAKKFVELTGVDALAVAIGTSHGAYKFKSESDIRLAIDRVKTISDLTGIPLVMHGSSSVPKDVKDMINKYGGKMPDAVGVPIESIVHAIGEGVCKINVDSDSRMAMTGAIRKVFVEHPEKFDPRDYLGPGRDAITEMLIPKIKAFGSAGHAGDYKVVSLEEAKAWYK
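Giardia FBPA (40 nM reagent) was preincubated 10 min at RT with compound (up to 57.5 uM final), then substrate plus GAPDH/TPI/NAD/arsenate coupling system with diaphorase/resazurin was added; resorufin fluorescence (525/598 nm) was read after 20 min.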
* = called active by the depositor; ? = inconclusive; · = not tested or not shown; & = joins results of further samples; [ ] = dose if it differs, or a comment. Unless noted, calls follow the shape of the dose curve; as a rule, active = well fitted curve in the direction sought with a large enough effect; inconclusive = small, poorly fitted or top-dose-only effect, or another doubt; inactive = no such curve, though single readings can be large; an effect the other way counts as inactive or inconclusive.

Every second line gives: HCV inhibitor, Shiga toxin inh, Pf growth 48h, CHX counter, Pf growth 96h, Giardia FBPA inh
O=C(Nc1ccccc1)c1ccc(-c2ccccc2Cl)o1
    ?, 58.4, 143.5%[activator], 37.6*, 99.2%[activator], -13.7%
COC(CNC(=O)c1ccc2c(c1)ncn2-c1cccc(C)c1)OC
    3.2%, 4.1, -9.0%, -0.8, 13.4%, 3.4%
O=C(COC(=O)Cc1ccc(F)cc1)NCCc1ccccc1
    11.4%, ·, 4.9%, ·, 33.9%[activator], ·
O=C(/C=C/c1ccc(O)c([N+](=O)[O-])c1)c1ccc2ccccc2c1
    10.1%, 5.9, ?, -3.0, ?, -1.2%
CCOC(=O)C1=C(c2cccc(F)c2)NC(=S)NC1C (stereo not drawn)
    -4.3%, -8.0, ·, -3.3, ?, 3.5%
Cc1ccc(S(=O)(=O)N2CCCCC2)cc1C(=O)NCCCN1CCOCC1
    17.9%, -11.9, -21.3%, -4.9, 18.0%, ·
COC(=O)c1c(NC(=O)c2ccc(OC(C)C)cc2)sc2c1CC(C)(C)NC2(C)C
    9.2%, -3.8, ?, -1.2, -16.0%, -0.9%
O=C(NC1CCCC1)C1CCN(C(=O)c2cc(Cl)ccc2Cl)CC1
    28.2%, -7.2, 17.7%, -5.8, 2.6%, -5.4%
O=C(CCc1nnc2ccc(NCc3ccco3)nn12)N1CCN(c2ccccc2)CC1
    -14.2%, -8.5, -17.3%, 10.9, -68.7%, ·
CCN(Cc1ccc(OC)c(F)c1)C(=O)c1oc2ccccc2c1COC
    -25.8%, 34.1, -14.5%, 13.1, ?, -4.7%
Cc1ccc(C2=NN(C(=O)CSc3nc(N)cc(N)n3)C(c3ccco3)C2)cc1 (stereo not drawn)
    -1.4%, -15.9, 5.5%, -6.7, -26.7%, -0.9%
O=C(NCC1COc2ccccc2O1)c1cccc(S(=O)(=O)N2CCN(c3ccccc3)CC2)c1 (stereo not drawn)
    ?, ·, ?, ·, ?, ·
NS(=O)(=O)c1ccc(NC(=O)CN2CCc3ccccc32)cc1
    6.4%, -8.0, 3.1%, -3.0, 19.3%, -9.2%
CCc1cccc(CC)c1NC(=S)Nc1cccc(Cl)c1Cl
    2.2%, 1.7, ?, 0.8, ?, -5.9%
Cc1cccc(C)c1NC(=O)CN1C(=O)S/C(=C\c2cccn2C)C1=O
    1.3%, 12.1, 2.7%, 7.8, 66.2%[activator], 3.2%
CCOC(=O)c1ccc2nc(NC(=O)c3cccs3)sc2c1
    -22.7%, 43.8*, 141.5%[activator], 39.3*, 292.2%[activator], -2.2%
Cn1c(-c2c(N)n(-c3ccccc3)c3nc4ccccc4nc23)nc2ccccc21
    7.4%, 9.4, 9.28µM*, 5.4, 6.57µM*, 19.1%
Cc1ccc(NC(=O)Cn2c(=O)oc3cc(S(=O)(=O)N4CCC(C)CC4)ccc32)cc1C
    ?, -4.4, ·, -5.3, 24.5%, 7.1%
COc1ccc(/C=N/NC(=O)c2cccnc2)cc1Cn1nc([N+](=O)[O-])c(Br)c1C
    ·, -13.3, ?, -4.4, 1.4%, -3.8%
COc1ccc(NC(=O)C2CCCNC2)cc1OCC(C)C (stereo not drawn)
    ?, 23.3, 3.6%, -2.2, 3.2%, 0.0%
CC(=O)N(C)c1ccc(NC(=O)c2cnn(C)c2)cc1
    ?, 27.1, ·, 0.8, -23.7%, 2.4%
COc1ccc(CNC(=O)CN2C(=O)C(c3ccccc3)Oc3cccnc32)cc1 (stereo not drawn)
    -15.5%, 14.5, -3.4%, -2.6, ?, -1.7%
Cc1nc(N/N=C/c2ccc(Br)cc2)cc(N2CCOCC2)n1
    ?, -2.1, ?, 1.9, ?, -1.1%
CC(=O)Nc1cccc(NC(C)=O)n1
    9.0%&0.2%, -10.6&10.4, ?, -2.2&-3.8, 24.4%&-28.3%, 4.1%&-2.3%
CCCCCc1cc(=O)oc2c(C(CCN(CC)CC)c3ccc(N(C)C)cc3)c(OC)cc(OC)c12 (stereo not drawn)
    ?, -1.4, ?, -7.2, ?, -29.8%
C/C(=N\NC(=O)CN(c1ccc(C)cc1)S(C)(=O)=O)c1cccs1
    13.7%, 0.8, -10.0%, -4.0, ?, 6.4%
O=C(OCC(=O)N1CCN(C(=O)c2ccco2)CC1)c1cc(-c2cccc(Br)c2)nc2ccccc12
    -5.8%, 13.2, 6.9%, 5.1, ·, 0.1%
O=C(Nc1cccc(F)c1)C1C2C=CC3(CN(CCCN4CCOCC4)C(=O)C13)O2 (stereo not drawn)
    6.2%&20.4%, 7.3, 18.4%, 9.1, ?, 0.0%
CCC(=NCCO)c1c(O)n(-c2ccccc2)c(=O)[nH]c1=O
    5.7%, -16.3, 31.4%[activator], -1.9, ·, 4.8%
O=C(CSc1nnc2c(n1)[nH]c1ccccc12)Nc1cccc(S(=O)(=O)N2CCOCC2)c1
    ?, -3.1, ?, -3.3, 14.7µM*, -1.8%
O=C(CN1CCN(c2cccc(Cl)c2)CC1)Nc1ccc([N+](=O)[O-])cc1C(=O)Nc1ccccc1F
    ?, -14.2, ?, 1.1, 30.9%[activator], 7.8%
CCOC(=O)c1c(NC(=O)CN2CCN(C(=O)c3ccco3)CC2)sc(C(N)=O)c1C
    -3.8%, -17.7, -18.2%, -1.5, ?, -0.4%
CCc1nnc(NC(=O)CSc2nc(N)c(NC(=O)c3ccc(OC)cc3)c(=O)[nH]2)s1
    9.2%, -1.6, 2.7%, -2.1, -12.5%, ·
CC(C)NC(=O)CN1C(=O)CSc2ccc(S(=O)(=O)N3CCCC3)cc21
    2.0%, -10.4, -11.0%, 6.1, ?, 11.2%
O=C(C(Cc1ccccc1)N1C(=O)C2C3CCC(C3)C2C1=O)N1CCCCC1 (stereo not drawn)
    9.0%, -19.0, 2.7%, -2.9, 27.0%, 3.5%
O=C(NCc1ccccc1)C(c1ccccc1)N(Cc1ccc2c(c1)OCO2)C(=O)Cc1cccs1 (stereo not drawn)
    ?, 16.7, ?, 3.4, 15.1%, -1.8%
COc1ccc(CNC(=O)c2cccc(C)c2[N+](=O)[O-])cc1
    1.1%, 23.0, -6.4%, -1.5, ?, 0.4%
COc1ccc(Cl)cc1NC(=O)CCc1ccccc1
    ?, -8.0, 8.1%, -2.2, ·, -17.3%
Cc1cccc(CCN2C(N(C)C)=NC[C@@H]2CC(C)C)c1
    -21.1%, ·, 13.1µM*, ·, ?, ·
Cc1cccc(NC(=O)CN2C(=O)N/C(=C\c3ccccc3OCc3ccc(C(=O)O)cc3)C2=O)c1
    18.7%, -13.1, -16.6%, -1.0, 13.8%, -2.9%
CCC1Oc2ccc(C)cc2N(CC(=O)NCCCN2CCOCC2)C1=O (stereo not drawn)
    19.9%, 12.6, 9.1%, -3.0, ?, 9.4%
COc1ccc(N2CCN(C(=O)CNC(=O)c3ccc(Br)o3)CC2)cc1
    12.5%, -11.6, -1.9%, -1.8, ?, ·
Cc1cc(NS(=O)(=O)c2ccc(NC(=O)/C=C/c3cccc(Cl)c3)cc2)no1
    -16.4%, -19.8, 24.4%, 7.4, ?, ·
Clc1ccc(C(c2nnnn2C2CCCC2)N2CCN(Cc3ccncc3)CC2)cc1 (stereo not drawn)
    -9.6%, -6.9, ?, -2.8, ·, -11.4%
OC(CN1CCN(C(c2ccccc2)c2ccccc2)CC1)c1ccccc1 (stereo not drawn)
    ?, -6.8, 9.28µM*, -1.4, ?, 14.7%
COc1ccc(C(=O)Nc2ccc(Cl)cc2C(=O)NCc2ccco2)cc1OC
    ?, 54.6*, 10.4µM*, 42.5*, 21.9%, -8.0%
CN(NC(=O)COc1ccccc1)c1ccccc1
    25.7%, 12.1, 4.5%, -0.4, ?, 4.5%
Cc1ccc(C)c(NC(=O)COC(=O)CNC(=O)C2CCCCC2)c1
    1.4%, ·, 0.6%, ·, 5.4%, ·
COc1ccc(NC(=O)c2cnn(-c3ccccc3)c2C)cc1OC
    5.3%, 79.9*, 25.7%, 38.7*, -10.5%, 4.8%
CCCn1c(C(C)Nc2nc(-c3ccc(OC)cc3)cs2)nc2ccccc21 (stereo not drawn)
    ?, -3.3, ?, -0.8, ?, -22.9%
CCCn1nc(NS(=O)(=O)c2cccc3nonc23)c2cc3cc(C)ccc3nc21
    14.3%, -4.0, ?, -2.0, ?, ·
CCOc1cc(-c2sc(Nc3cc(C)ccc3OC)n[n+]2-c2ccccc2)ccc1OC
    ?, ·, ?, ·, ?, ·
CCc1cc(C(=O)NCCN(C)C)cs1
    -4.6%, -8.8, 83.7%[activator], -0.8, ·, 3.0%
N#CC1CN(Cc2ccccc2)CN(Cc2ccccc2)C1
    7.4%, 11.7, -12.9%, 1.6, ?, -1.1%
COCCNCCCCOc1ccc(Br)cc1C
    10µM*, -6.2, -22.2%, -3.5, ?, -22.1%
CCCCCCCCC(=O)NNC(=O)c1c(O)c2ccccc2n(CCC)c1=O
    16.5%, 10.0, 20.5%, 6.8, 72.7%[activator], 11.9%
CN(C)c1nc(OCCOC(=O)c2ccccc2)nc(N(C)C)n1
    25.1µM*, -4.4, -11.8%, -2.8, ·, -4.1%
COc1ccc(C)cc1S(=O)(=O)N1CCC(C(=O)NCCc2ccccc2)CC1
    -26.3%, 15.7, 4.5%, -2.9, 30.7%[activator], 8.2%
N=C1C(c2ccccc2)=C(O)CN1c1cccc(S(=O)(=O)N2CCOCC2)c1
    1.3%, -2.5, 8.7%, 1.1, 14.9%, 2.3%
COc1ccccc1CCCNC(=O)C1CCC(=O)N(CCN2CCOCC2)C1 (stereo not drawn)
    15.9%, -25.5, 5.4%, -2.7, 6.7%, ·

Additional entries
Every second line gives: HCV inhibitor, Shiga toxin inh, Pf growth 48h, CHX counter, Pf growth 96h, Giardia FBPA inh
N#CC1CCN(c2ncccc2[N+](=O)[O-])CC1
    11.5%, -2.0, 51.0%[activator], -3.2, 20.0%, -0.2%
C=CCN(CC=C)Cc1c[nH]c2ccccc12
    12.4%, 24.3, ?, 1.0, ?, -6.0%
Cn1nnnc1SCc1ccccc1F
    4.4%, -6.3, 13.4%, -0.4, -15.0%, 1.3%
CCOC(=O)CSc1nc2c(c(=O)[nH]c(=O)n2C)n1Cc1ccccc1
    2.82µM*, -10.9, -29.9%, 0.2, ?, 14.0%
COc1ccc(-c2ccc(C)cc2)cc1[C@H]1[C@H]2C=CC[C@@H](C)[C@@H]2C(=O)N1Cc1ccccc1
    -1.5%, -11.2, ?, -3.3, ?, 3.8%
O=C(NC1=NN(c2ccccc2)CC1)Nc1ccccc1F
    -3.7%, 37.0*, 102.6%[activator], 34.8*, 0.0%, -8.0%
CC(C)N(CCCNC(=O)C1CCN(C(=O)c2cc3sccc3n2C)CC1)Cc1ccccc1
    ?, -5.1, ?, -6.1, 11.7µM*, ·
Cc1nnc2ccc(-c3ccc(NS(=O)(=O)c4ccccc4[N+](=O)[O-])cc3)nn12
    26.2%, ·, ?, ·, ?, ·
O=C(CN1CCN(CC(=O)Nc2ccccc2Cl)CC1)NCC1(N2CCOCC2)CCCCC1
    ?, ·, 10.4µM*, ·, ?, ·
COc1ccc(OC)c(-n2nnnc2SCC(=O)Nc2ccccc2N2CCOCC2)c1
    -27.4%, 22.6, 4.5%, 7.0, 28.3%, 0.5%

Quoted at random: 4 entries already listed, in no set order.
Every second line gives: HCV inhibitor, Shiga toxin inh, Pf growth 48h, CHX counter, Pf growth 96h, Giardia FBPA inh
CC(C)N(CCCNC(=O)C1CCN(C(=O)c2cc3sccc3n2C)CC1)Cc1ccccc1
    ?, -5.1, ?, -6.1, 11.7µM*, ·
Cc1nnc2ccc(-c3ccc(NS(=O)(=O)c4ccccc4[N+](=O)[O-])cc3)nn12
    26.2%, ·, ?, ·, ?, ·
C=CCN(CC=C)Cc1c[nH]c2ccccc12
    12.4%, 24.3, ?, 1.0, ?, -6.0%
COc1ccc(-c2ccc(C)cc2)cc1[C@H]1[C@H]2C=CC[C@@H](C)[C@@H]2C(=O)N1Cc1ccccc1
    -1.5%, -11.2, ?, -3.3, ?, 3.8%

Screening data as filed in PubChem BioAssay.
